TNF death inh = blocks TNF-alpha induced death of Jurkat FADD-/- cells | Jurkat FADD-/- TNF necroptosis rescue, ATP luminescence, 24 h; 0 = TNF only, 100 = no-TNF cells | activation (protection from cell death), % at 10 µM | hit rate 0.068% among 220,000;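 active = activation, meaning protection from cell death, of at least 50% relative to plate controls; inactive = activation below 50%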;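 note: necroptosis triggered by 40 ng/mL TNF-alpha added together with compound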
CHOP inhibitor = CHOP inhibition in unfolded protein response. CHO-K1 CHOP-promoter luciferase, tunicamycin-induced, 15-18 h. inhibition, % at 10 µM. hit rate 3.8% among 220,000;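 active = compounds that reduced the stress-induced luciferase reporter signal by more than about 70% of percent inhibition, limit read from the data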;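 note: 0% = tunicamycin plus vehicle and 100% = wells without tunicamycin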
Mdm2 ligase inh = Mdm2 E3 ligase (human) inhibition. Q00987. cell-based MDM2 ubiquitination luciferase reporter, 2 h; 0 = plate control, 100 = twice control, blank-subtracted. signal enhancement, % at 5 µM. hit rate 0.11% among 210,000. AID 1230;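 active = signal enhancement of 30% or more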;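 note: luminescence tracks abundance of the self-degrading MDM2-luciferase fusion protein; higher signal means inhibition of MDM2 E3 ligase activity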
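system = mammalian cells stably expressing self-ubiquitinating, self-degrading MDM2 E3–luciferase fusion | quantity = 2000 cells per well seeded | incubation = 4 h cell settling then 2 h compound exposure, 37 °C | signal = SteadyLite luminescence, 15 min reagent step | benchmarks = plate control and blank wells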
Runt-SMMHC FRET = blocks binding of human RUNX1 Runt domain to CBFb-SMMHC; Q01196+Q13951; hit rate 0.74% among 220,000; Cerulean-Runt/Venus-CBFb-SMMHC FRET ratio 530/480, 1 h; inhibition, % at 20 µM;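 active = mean inhibition across duplicate retests at 20 µM reaching about 50%, limit read from the data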;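 note: 0% = DMSO wells and 100% = wells with excess untagged CBFb-SMMHC; inhibitors lower the FRET ratio by blocking Runt binding to CBFb-SMMHC; some results filed as inactive read as strong as hits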
TRPML3 agonist = agonists of human TRPML3 channel; Q8TDD5; HEK293 TRPML3-YFP, Fluo-8 calcium fluorescence; 100% = the carbachol control signal; activation, % at 3 µM; hit rate 0.29% among 220,000;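 active = activation above its plate's cutoff, the mean activation of the plate's test wells plus 3 SD, cut at about 12% in these data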;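 note: 0% = DMSO only wells and 100% = carbachol wells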
Target sequence (Q8TDD5 whole entry, looked up): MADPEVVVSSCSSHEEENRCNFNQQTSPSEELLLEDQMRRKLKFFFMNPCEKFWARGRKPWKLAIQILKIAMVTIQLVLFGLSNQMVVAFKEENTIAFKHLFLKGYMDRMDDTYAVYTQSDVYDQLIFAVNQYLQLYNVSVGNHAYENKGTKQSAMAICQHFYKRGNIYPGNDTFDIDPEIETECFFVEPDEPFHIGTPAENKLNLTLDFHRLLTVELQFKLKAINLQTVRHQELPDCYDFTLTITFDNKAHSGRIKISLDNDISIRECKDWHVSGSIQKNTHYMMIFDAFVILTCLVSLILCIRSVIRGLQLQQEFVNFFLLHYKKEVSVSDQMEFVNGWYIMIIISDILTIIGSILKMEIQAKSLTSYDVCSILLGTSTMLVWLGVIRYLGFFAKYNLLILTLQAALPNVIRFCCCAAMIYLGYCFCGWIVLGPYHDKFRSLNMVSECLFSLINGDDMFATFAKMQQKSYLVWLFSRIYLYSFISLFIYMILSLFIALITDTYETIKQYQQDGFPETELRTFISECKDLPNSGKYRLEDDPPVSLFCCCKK
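Material: TRPML3-YFP stable HEK293 cells | Dosing: One concentration, 3 µM nominal, 0.3% DMSO | Timing: 125 s total fluorescence read per well | Technique: Fluo-8 calcium dye fluorescence, ex 470-495, em 515-575 nm | Measure: Percent activation from peak-to-basal fluorescence ratio, scaled between DMSO and carbachol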
NCF1 inh = inhibitors of human p47phox binding; hit rate 0.53% among 220,000; AID 1274; inhibition, % at 24.7 µM; p47phox/p22phox peptide binding, fluorescence polarization, 2 h;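 active = inhibition above about 30%, limit read from the data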;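 note: 0% = p47phox with labelled peptide and 100% = labelled peptide alone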
Target sequence (P14598 whole entry, looked up): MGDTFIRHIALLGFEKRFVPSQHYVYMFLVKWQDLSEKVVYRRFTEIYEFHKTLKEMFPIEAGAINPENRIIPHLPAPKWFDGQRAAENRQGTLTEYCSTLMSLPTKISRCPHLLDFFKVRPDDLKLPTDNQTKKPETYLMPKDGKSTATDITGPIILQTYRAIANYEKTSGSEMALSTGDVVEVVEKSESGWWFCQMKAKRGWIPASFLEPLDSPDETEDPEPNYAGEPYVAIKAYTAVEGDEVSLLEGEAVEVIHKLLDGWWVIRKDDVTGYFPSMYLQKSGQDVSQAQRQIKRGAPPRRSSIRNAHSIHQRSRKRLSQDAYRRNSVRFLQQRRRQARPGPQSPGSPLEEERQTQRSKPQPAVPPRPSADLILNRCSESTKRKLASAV
TRPN1 ag = zebrafish TRPN1 (NompC) channel agonism. HEK293 zebrafish TRPN1-YFP, Fluo-8 calcium fluorescence; 100% = response to 87 µM carbachol. activation, % at 3 µM. hit rate 0.18% among 220,000. AID 1424;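 active = activation above its plate's cutoff, the mean activation of test wells on that plate plus 3 SD, cut at about 19% in these data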;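 note: 0% = DMSO alone and 100% = 87 µM carbachol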
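Assay system: Zebrafish TRPN1-YFP in HEK293 cells | Incubation: Dye loading 1 h at 37 °C, then 30 min room temperature | Measured by: Kinetic Fluo-8 fluorescence, ex 470-495, em 515-575 nm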
PPC-1+TRAIL kill = kills PPC-1 cancer cells in the presence of TRAIL | PPC-1 cells + TRAIL, ATPLite viability luminescence | cell killing (% activity), % at 4 µM | hit rate 0.41% among 220,000 | AID 1443;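 active = cell killing above 50% in the first pass at 4 µM, then a duplicate retest at 5 µM averaging 50% or more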;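 note: plate controls were cells with TRAIL plus DMSO for no effect and medium-only wells lacking cells for full effect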
EBV gp42 block = blocks Epstein-Barr virus glycoprotein 42 binding | Q1HVG2 | inhibition, % (tested at 21.74 µM) | AID 1085 | hit rate 0.42% among 220,000 | Fluorescence polarization binding assay, mP read-out; in the data active = inhibition above about 50%
Numbers without * were called inactive; / = not tested or not shown.

SMILES	TNF death inh	CHOP inhibitor	Mdm2 ligase inh	Runt-SMMHC FRET	TRPML3 agonist	NCF1 inh	TRPN1 ag	PPC-1+TRAIL kill	EBV gp42 block
Brc1c(-c2ccccc2)nc2n1Cc1ccccc1-2	2.5	3.6	-5.6	-2.0	-1.1	-7.7	-2.6	26.3	-6.9
O=C(Nc1ccccc1)C1=C[C@@H](C2CC2)C[C@@H](OCc2ccc(CO)cc2)O1	2.9	-16.1	/	-4.3	-1.4	/	-2.0	14.2	-5.1
CCCOc1cccc(C(=O)Nc2cc(NC(=O)c3ccco3)ccc2OC)c1	0.0	35.6	-0.1	-5.8	-1.4	-13.0	0.8	17.9	4.0
O=C(CCN1C(=O)c2ccccc2C1=O)N1CCOCC1	-0.9	-1.3	-2.4	0.7	0.1	-7.6	0.0	19.8	7.4
O=C(NC1CCCCCC1)c1ccc(N2CCCC2=O)cc1	0.4	-50.2	-6.7	4.4	0.7	-8.6	0.4	13.6	-12.9
COc1ccc(CCn2c(C(C)C)nc3oc4ccccc4c(=O)c3c2=O)cc1	-3.6	9.1	-59.4	-0.9	-1.6	-14.2	-1.1	4.7	-4.3
CN(CC(=O)N1CCOCC1)C(=O)CSc1nc2ccccc2s1	-0.1	12.0	-18.8	-1.6	1.3	1.8	1.8	12.7	3.3
O=C(C1CCN(S(=O)(=O)N2CCC3(CC2)OCCO3)CC1)N1CCOCC1	-0.6	-4.9	-13.2	-0.5	0.6	-2.9	1.1	-16.8	-14.5
O=C1C2C3C=CC(C3)C2C(=O)N1c1ccccc1OS(=O)(=O)c1ccccc1 (configuration not stated)	1.6	27.8	1.3	-0.9	0.3	-13.2	-2.3	19.7	-3.4
Oc1ccc2ccccc2c1CN1CCOCC1	-3.4	14.6	-5.0	4.4	0.8	-15.8	0.3	16.1	-8.3
CC(C)c1cc(-c2n[nH]c(=S)n2Cc2ccccc2)cs1	-2.9	56.8	-13.1	-3.2	-0.9	-10.5	-0.1	11.3	-24.1
CCc1ccc(CCC(=O)Nc2ccccc2C(=O)O)o1	-2.0	-35.8	1.1	0.5	-0.5	-0.1	-0.9	13.2	-10.0
Cc1cccc(Oc2ncc(-c3ccc(Cl)cc3)cn2)c1	-0.3	58.0	-6.3	1.9	0.8	-1.1	0.2	13.8	-12.7
CCOc1ccc(C(=O)OCn2nnc3ccccc3c2=O)cc1OC	-0.9	25.0	-21.3	1.3	0.4	-10.2	1.2	13.9	-21.5
C/C(=N\NC(=O)Cn1cc([N+](=O)[O-])cn1)c1ccc(O)cc1	2.8	-12.6	-1.5	-2.0	0.9	-7.9	2.7	19.4	-9.2
O=C(CSc1nc2c(sc3ccccc32)c(=O)n1CCCN1CCCC1)NCc1ccco1	1.4	8.7	-12.7	-2.0	1.0	4.2	-1.2	-12.1	-15.8
COc1ccc(CCNC(=O)COC(=O)c2ccc(Br)o2)cc1OC	-0.7	23.1	/	-2.3	0.4	-9.7	0.2	15.1	-30.4
Cc1cc(NC(=O)CS(=O)(=O)c2cn(C)c3ccccc23)no1	0.7	36.7	-12.7	2.5	1.4	-17.3	1.1	24.8	-3.5
Fc1ccc(-c2csc3ncnc(Nc4ccc(N5CCOCC5)cc4)c23)cc1	-5.3	42.3	-9.2	-2.8	-0.4	25.0	-1.1	4.8	1.7
Cc1ccc(Oc2nc3ccccn3c(=O)c2/C=C(\C#N)C(=O)NC2CCS(=O)(=O)C2)cc1 (configuration not stated)	-5.2	-3.6	-4.3	81.5*	1.0	-19.2	-0.4	16.9	21.1
Cc1ccc(OCc2nnc(SCC(=O)Nc3ccc4c(c3)OCO4)n2C)cc1	-1.0	-0.5	-13.2	0.0	-0.1	-4.1	-2.5	4.7	-20.1
Cc1ccc(C(=O)NCCN2CCOCC2)cc1	-0.8	1.9	/	-0.9	-0.3	-1.1	-0.5	2.0	-7.7
Cc1cccc(NC(=O)CC2SC(=O)N(c3ccccc3)C2=O)c1 (configuration not stated)	0.0	-14.6	-6.1	8.2	1.1	-12.9	0.1	11.6	-9.2
Cn1ccnc1C(=O)c1ccc(Cl)c(S(=O)(=O)N2CCOCC2)c1	1.0	-4.1	-15.4	-1.2	0.6	-3.9	0.8	20.3	-15.7
O=C(NC(=S)Nc1ccccc1N1CCCC1)c1ccc([N+](=O)[O-])cc1	-2.7	-14.4	3.5	3.1	0.0	-14.9	-1.6	1.7	23.3

Looked up one by one from above, two records:
SMILES	TNF death inh	CHOP inhibitor	Mdm2 ligase inh	Runt-SMMHC FRET	TRPML3 agonist	NCF1 inh	TRPN1 ag	PPC-1+TRAIL kill	EBV gp42 block
O=C(C1CCN(S(=O)(=O)N2CCC3(CC2)OCCO3)CC1)N1CCOCC1	-0.6	-4.9	-13.2	-0.5	0.6	-2.9	1.1	-16.8	-14.5
Fc1ccc(-c2csc3ncnc(Nc4ccc(N5CCOCC5)cc4)c23)cc1	-5.3	42.3	-9.2	-2.8	-0.4	25.0	-1.1	4.8	1.7

(cont.)
SMILES	TNF death inh	CHOP inhibitor	Mdm2 ligase inh	Runt-SMMHC FRET	TRPML3 agonist	NCF1 inh	TRPN1 ag	PPC-1+TRAIL kill	EBV gp42 block
CC1(C)CC(=O)c2cc(C(=O)NC3CCSC3=O)c(=O)n(-c3ccccc3)c2C1 (configuration not stated)	0.9	-16.7	13.4	-7.1	0.1	24.1	0.9	9.3	-4.6
COc1ccc(N2CCN(c3oc(-c4ccco4)nc3C#N)CC2)cc1	-0.1	30.6	-21.9	4.8	0.5	-13.1	-0.6	-10.0	-12.0
C/C(CC(=O)Nc1ccc(N(C)C)cc1)=N\NC(=O)c1cnccn1	0.9	-0.1	/	-5.2	0.0	-11.8	0.3	0.9	-18.2
Cc1ccc(Cn2nnc3c(=O)n(CC(=O)N4CCCCC4)cnc32)cc1	-0.2	-10.1	-4.3	-1.4	0.2	-3.5	1.1	14.0	-30.8
CCN(CC)CCN1C(=O)C(=O)/C(=C(/O)c2ccc3c(c2)CC(C)O3)C1c1ccc(OC)cc1 (configuration not stated)	-0.7	-6.5	-7.1	1.4	0.5	-16.0	-0.5	-12.2	-4.1
O=C(NCCc1nnc2ccc(NCc3ccc(Cl)cc3)nn12)c1ccccc1	0.9	-6.3	-7.8	2.2	0.3	-16.5	-0.2	10.8	-6.8
CCNc1c([N+](=O)[O-])c(=O)oc2ccccc12	-0.3	30.3	-10.4	0.4	1.0	-8.9	-0.4	10.9	-24.4
O=C(NC1(N2CCOCC2)CC1)c1ccc(Cl)cc1	1.2	10.9	-16.1	-1.9	-0.7	-7.3	-0.9	-7.2	-15.1
Cc1cc(Nc2ccc(F)cc2F)n2ncnc2n1	-0.9	-0.7	/	-0.1	0.7	1.9	-0.5	37.4	-13.2
CC(=O)c1ccc(S(=O)(=O)N2CCN(C(C)=O)CC2)cc1	0.7	0.7	-3.2	-1.0	1.4	-16.2	1.5	12.4	-8.9
CCOc1ccc2nc(NC(=O)CN3CCC(n4nnc5cc(C(F)(F)F)ccc54)CC3)sc2c1	-0.3	59.3	-1.2	-6.5	0.5	-8.6	1.9	12.7	4.7
CCOC(=O)C1=C(C)OC(N)=C(C(=O)OCC)C1c1ccncc1 (configuration not stated)	-2.5	37.3	-9.2	-0.5	-0.3	-5.8	-0.5	-1.1	2.0
CCOCC(=O)N1CCc2ccccc21	-2.1	-8.2	1.5	-3.5	-0.4	-4.1	0.4	27.7	3.3
COC(=O)c1cc(C(=O)c2ccc(C(C)(C)C)cc2)c[nH]1	-1.1	-39.7	-4.2	-4.2	1.2	-8.7	0.1	-0.1	4.3
CCn1c(Cc2ccccc2)nnc1SCC(=O)Nc1ccccc1F	2.5	-9.4	-8.1	-1.3	-1.0	-24.8	-0.7	20.5	-13.2
O=C(O)CN1C(=O)SC(Nc2ccc(C(=O)O)cc2)C1=O (configuration not stated)	4.2	33.5	-11.9	-3.8	0.7	-9.6	-0.8	1.8	-23.4
CN1CCN(NC(=O)c2cc(-c3ccccn3)nc3ccccc23)CC1	0.2	9.4	-3.6	-3.6	-0.2	-2.4	1.0	-10.7	2.2
COc1ccc(NS(=O)(=O)c2ccc(C)c(C(=O)O)c2)cc1	-0.6	-14.6	27.9	-3.6	0.1	-6.8	-0.6	12.8	-5.1
Cc1cc(C)nc(SCCC(=O)Nc2ccccc2Cl)n1	4.3	-0.3	-8.2	2.1	-0.6	-2.2	-1.4	17.1	-18.3
C/C=C/c1ccc(OCC(=O)NCc2ccccc2OC)c(OC)c1	-0.5	10.2	0.2	-2.1	-1.2	-6.2	-2.1	20.2	8.7
Cc1cc(C(=O)N/N=C/C=C/c2ccc([N+](=O)[O-])cc2)n[nH]1	4.4	38.0	-5.2	-2.3	0.2	-5.8	1.0	8.4	-9.4
COc1ccc2c(c1)c1ncn(CCN3CCCCC3)c(=O)c1n2C	3.8	42.9	-20.1	4.7	0.4	-9.8	-0.6	-7.1	-22.5
O=C1c2cccc3c(N4CCCCC4)ccc(c23)C(=O)N1c1ccccc1O	-1.5	4.2	-6.2	-120.5	17.6*	-48.1	36.1*	6.4	40.1
C(=C\c1ccccn1)/c1ccncc1	-5.4	6.7	/	1.2	1.3	-6.0	1.8	17.7	-5.4
CN(C)C(=O)c1cccn(Cc2cccc(C(F)(F)F)c2)c1=O	0.0	23.2	-1.7	2.6	0.7	-3.8	1.3	13.0	-4.7
(listing goes on)
SMILES	TNF death inh	CHOP inhibitor	Mdm2 ligase inh	Runt-SMMHC FRET	TRPML3 agonist	NCF1 inh	TRPN1 ag	PPC-1+TRAIL kill	EBV gp42 block
O=C(COC(=O)c1nc(Cl)ccc1Cl)NCc1ccccc1	-1.0	6.3	0.3	-2.0	0.1	1.9	0.1	16.6	-2.5
O=c1c2c3c(sc2nc2n1CCCCC2)CCC3	5.6	-14.5	-9.8	-8.9	0.2	-14.1	-0.3	13.8	-16.5
COc1ccc(N=N/C(=C\O)C(=O)c2cccs2)cc1	-11.0	72.4*	-2.7	-11.3	0.3	-4.6	-0.9	11.6	-19.6
O=C(CCCn1ncn2c(cc3occc32)c1=O)N1CCc2ccccc2C1	-0.1	-1.8	4.2	-2.6	0.1	-8.8	1.0	9.7	-6.2
O=C(CCN1C(=O)/C(=C/C=C/c2ccccc2)SC1=S)Nc1cccnc1	2.0	102.1*	2.8	-23.1	0.7	-33.6	0.6	-2.7	-4.2
COc1ccccc1C(=O)N1CCN(C(=O)COc2cccc(C)c2)CC1	0.3	-17.5	-11.4	-51.0	0.4	-11.1	0.1	2.8	-3.4
Clc1ccc(Nc2ccc(Cl)nn2)cc1	2.6	6.6	-2.0	-0.9	-0.1	-9.6	-1.7	3.7	-3.5
O=C(CCC(=O)OCC(=O)c1cccc([N+](=O)[O-])c1)NC1CCCCC1	0.8	15.3	-8.7	-0.5	0.2	-4.6	0.2	5.0	-2.2

TRPML3 agonist: what is marked active above.
molecule | CHOP inhibitor | Runt-SMMHC FRET | TRPML3 agonist | NCF1 inh | EBV gp42 block
O=C1c2cccc3c(N4CCCCC4)ccc(c23)C(=O)N1c1ccccc1O | 4.2 | -120.5 | 17.6* | -48.1 | 40.1
